Screening data deposited in PubChem by several laboratories.
NOD2 RIPK2 PPI – NOD2-RIPK2 protein interaction inhibition; O43353; CHO BLA complementation NOD2-RIPK2, CCF4 ratio; inhibition, % at 4.98 µM; 360,000 tested, 0.38% active; AID 624267; in the data active means inhibition above about 21%;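 further: 0% = vehicle only and 100% = reference blocker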
ABHD5-PLIN5 inh – inhibitors of human ABHD5-perilipin-5 interaction. AID 602281. Q00G26+Q8WTS1. 360,000 tested, 0.78% active. Split G. princeps luciferase complementation, luminescence, 4 h. inhibition, % at 4 µM;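 active means inhibition above the mean inhibition across every tested compound plus 3 SD, cut at about 22% in these data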;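 further: 0% = DMSO only wells and the 100% control is not disclosed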
Granule exo inh – lytic granule exocytosis inhibition. TALL-104 LAMP-1 surface exposure, flow cytometry; cells stimulated with thapsigargin and PMA. inhibition, % at 10 µM. 360,000 tested, 0.66% active. AID 651702;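 active means inhibition above about 55%, limit read from the data; inconclusive means no clear call, values can overlap the other calls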
ABCB6 inh 2 – blocks the human ABCB6 transporter | Q9NP58 | AID 602162 | fluorescence ratio to DMSO, % at 10 µM | K562-ABCB6 porphyrin accumulation, flow cytometry, 1 h; active compounds read low | 360,000 tested, 0.19% active;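 active means fluorescence ratio to DMSO below 75%, the collection mean minus 3 SD; inconclusive means too few cells collected in the well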;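 further: signal is porphyrin accumulated inside mitochondria; 100% equals median channel fluorescence of DMSO control wells; lower ratio means ABCB6 inhibition with less porphyrin fluorescence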
TLR9-MyD88 block – inhibitors of human TLR9-MyD88 binding; CHO BLA complementation TLR9-MyD88, CCF4 FRET ratio; 340,000 tested, 0.21% active; inhibition, % at 4.98 µM; Q9NR96+Q99836;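 active means inhibition above the mean over all tested compounds plus 3 SD, cut at about 21% in these data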;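 further: 0% = DMSO only wells and 100% = clavulanate BLA inhibitor control wells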
Target sequence (Q99836 whole entry, looked up): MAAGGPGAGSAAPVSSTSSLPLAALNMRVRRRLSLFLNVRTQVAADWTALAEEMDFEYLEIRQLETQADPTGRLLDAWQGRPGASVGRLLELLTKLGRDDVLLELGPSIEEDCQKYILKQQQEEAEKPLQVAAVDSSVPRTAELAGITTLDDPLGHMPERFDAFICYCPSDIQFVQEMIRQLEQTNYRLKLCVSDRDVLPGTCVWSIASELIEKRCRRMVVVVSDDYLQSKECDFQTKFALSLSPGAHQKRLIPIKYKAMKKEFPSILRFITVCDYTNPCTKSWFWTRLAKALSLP
Target sequence (Q9NR96 whole entry, looked up): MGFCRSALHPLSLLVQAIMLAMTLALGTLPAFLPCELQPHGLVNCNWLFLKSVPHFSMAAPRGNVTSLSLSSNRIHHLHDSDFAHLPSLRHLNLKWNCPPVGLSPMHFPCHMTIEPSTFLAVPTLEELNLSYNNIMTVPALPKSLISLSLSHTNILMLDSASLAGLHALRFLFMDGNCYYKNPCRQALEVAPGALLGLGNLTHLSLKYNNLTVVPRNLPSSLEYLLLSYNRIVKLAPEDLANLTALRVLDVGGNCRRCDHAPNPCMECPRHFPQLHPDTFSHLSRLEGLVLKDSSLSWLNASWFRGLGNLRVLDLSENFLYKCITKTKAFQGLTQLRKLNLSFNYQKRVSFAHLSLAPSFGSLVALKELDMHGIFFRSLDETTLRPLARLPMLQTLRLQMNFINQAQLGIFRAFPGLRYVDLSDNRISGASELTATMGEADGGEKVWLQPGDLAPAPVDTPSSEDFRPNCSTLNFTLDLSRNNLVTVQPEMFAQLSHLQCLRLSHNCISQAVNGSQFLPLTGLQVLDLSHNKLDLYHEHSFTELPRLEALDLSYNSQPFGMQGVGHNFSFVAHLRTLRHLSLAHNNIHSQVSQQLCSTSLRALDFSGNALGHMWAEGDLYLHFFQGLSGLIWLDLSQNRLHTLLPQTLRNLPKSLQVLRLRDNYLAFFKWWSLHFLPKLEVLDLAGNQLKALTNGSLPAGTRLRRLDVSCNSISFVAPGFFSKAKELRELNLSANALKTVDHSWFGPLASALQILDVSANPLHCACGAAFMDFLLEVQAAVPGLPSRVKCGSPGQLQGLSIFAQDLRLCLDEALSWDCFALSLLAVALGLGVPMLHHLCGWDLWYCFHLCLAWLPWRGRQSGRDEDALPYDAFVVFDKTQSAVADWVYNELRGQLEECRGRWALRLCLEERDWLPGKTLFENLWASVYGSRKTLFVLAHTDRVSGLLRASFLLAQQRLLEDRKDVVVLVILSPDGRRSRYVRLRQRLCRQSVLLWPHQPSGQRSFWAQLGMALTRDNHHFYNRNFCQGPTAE
MC4R antagonist – human MC4R antagonism in cAMP assay. P32245. MC4R-expressing cells, MTII-stimulated cAMP, LANCE TR-FRET. inhibition, % at 6.5 µM. 360,000 tested, 0.48% active. AID 540295;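 active means inhibition above its plate's cutoff, the mean of tested wells on that plate plus 3 SD, cut at about 29% in these data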;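 further: 0% = Melanotan II alone and 100% = Melanotan II plus saturating MCL0020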
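system = U2OS cells with stable human MC4R expression | also added = Melanotan II challenge after compound preincubation | dosing = one concentration, 6.5 µM nominal | incubation = compound 30 min, challenge 1 h, detection 1 h | measured by = TR-FRET with Eu-cAMP and labeled anti-cAMP, 671 nm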
Glyco luc inh – N-linked glycosylation inhibition | AID 588692 | 360,000 tested, 0.23% active | reporter increase, % at 12.5 µM | D54 ERlucT glycosylation luciferase reporter, 24 h; percent of 100 nM tunicamycin response;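 active means mean luciferase reporter signal, scaled so untreated is 0 and the glycosylation-blocking control 100, at or above a set limit in every replicate; inconclusive means mean reaches the limit but not every replicate does; inactive means mean below the limit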;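 further: luciferase carries N-glycosylation sites so blocking glycosylation raises the light; 0% = median of neutral control wells and 100% = median of 100 nM tunicamycin wells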
Vif imaging – HIV Vif inhibition. AID 602346. inhibition, % at 7.49 µM. 340,000 tested, 0.35% active. HEK293T cells, Vif self-association by quenched fluorescence, imaging, 24 h; in the data active means inhibition above about 50%, passing the limit was not always enough; inconclusive means no clear call, values can overlap the other calls; inactive means below about 31%; further: some results filed as inactive read as strong as hits
MC4R barr agon – agonists of human melanocortin 4 receptor (MC4R) beta-arrestin | P32245 | U2OS MC4R beta-arrestin complementation, luminescence; percent of melanotan II response, DMSO zero | activation, % at 8.9 µM | 360,000 tested, 0.98% active | AID 540308;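 active means activation above a per-plate cutoff, the mean activation of sample wells on that plate plus 3 SD, cut at about 8% in these data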
aDG glyco act – alpha-DG glycosylation activation | activation, % at 10 µM | 360,000 tested, 0.22% active | Pro5-aDG cells, alpha-DG glycosylation AlphaScreen (IIH6); 0% Pro5, 100% B10-LARGE cell signal;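 active means activation of at least 8% versus controls, or a plate z-score of at least 8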;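 further: Pro5 are CHO cells carrying HIG-tagged alpha-DG that lacks glycosylation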
The depositor's hits bear a star; i = inactive; ? = inconclusive; nt = not tested or not shown. An excerpt; the hit share may differ from the screen's.

NOD2 RIPK2 PPI,ABHD5-PLIN5 inh,Granule exo inh,structure,ABCB6 inh 2,TLR9-MyD88 block,MC4R antagonist,Glyco luc inh,Vif imaging,MC4R barr agon,aDG glyco act
5,23*,-4,COC1(OC)C=CC(=O)C=C1NC(=O)c1ccccc1OC(C)=O,102,-12,4,-16,i,-0.5,2.5
49*,68*,80*,COc1cccc(-n2nnnc2S(C)(=O)=O)c1,90,22*,43*,-16,6,-2.6,-0.3
-3,-3,-2,CN(C(=O)c1cccc(NC(=O)Cc2ccc(NC(=O)C3CCCN(C(=O)C4CCCCC4)C3)cc2)c1)C1CCCC1 (stereo not given),93,-10,1,-1,-12,0.2,0.0
-3,18,4,CC1CCCCC1NC(=O)CCCCCn1c(=S)[nH]c2ccccc2c1=O (stereo not given),92,5,1,-1,-8,3.9,0.8
-2,-8,-4,Cc1coc2c(C)c3oc(=O)c4c(c3cc12)CCCC4,94,-8,0,-6,-12,0.2,0.2
-6,-6,-6,Cc1ccc(NC(=O)c2ccc(Cl)nc2)cc1,98,5,4,0,-4,-0.8,-0.3
10,-9,-5,CCc1ccc(NS(=O)(=O)c2c(C(=O)N3CCCCCC3)c(C)n(C)c2C)cc1,94,-3,-3,-1,-6,-2.2,-0.1
-22,-1,4,CCc1cccc(C)c1NC(=O)COC(=O)c1ccc2c(c1)S(=O)(=O)c1ccccc1C2=O,91,-5,9,1,8,4.0,0.1
-5,-11,-1,CCOC(=O)c1ccc(NC(=O)Cn2cccc2)cc1,105,-3,14,0,-2,3.8,-0.1
1,8,3,COc1ccc(-c2nc3ccccn3c2NCc2ccc3c(c2)OCO3)cc1,94,13,8,-2,-5,-0.3,0.2
6,9,-12,O=C(OCCOc1ccc(Cl)cc1)c1cc(S(=O)(=O)N2CCCCC2)ccc1N1CCOCC1,92,-18,26,-4,-3,-3.1,3.0
7,-6,-2,Cc1ccc(C(=O)O/N=C(\N)c2cccc([N+](=O)[O-])c2)cc1,94,2,-3,-7,-5,-2.1,0.5
-2,9,11,OC1(c2ccc(Cl)cc2)CCN(Cc2c[nH]c3ccccc23)CC1,95,4,13,-4,0,1.1,0.5
-6,2,1,O=C(c1ccc(F)cc1)N(Cc1ccccc1)C1CCS(=O)(=O)C1 (stereo not given),99,3,-11,0,-6,0.8,0.3
-3,-3,-3,COc1ccc(/C=N/NC(=O)c2[nH]nc3c2CCc2ccccc2-3)cc1OC,96,-3,-8,?,7,-0.8,-0.7
-1,-6,-2,CCOC(=O)N(C)c1c(CC)nc2c(OCc3ccc(C(F)(F)F)cc3)cccn12,97,nt,9,1,-11,1.5,1.0
-13,0,1,Cc1ccc(S(=O)(=O)NN=C2CC(C)(C)CC(=O)C2(C)C)cc1,100,-4,-1,-1,18,0.8,-0.2
-2,-1,-1,CCOC(=O)c1c(NC(=O)CSc2nnnn2C)sc(C(=O)N(C)C)c1C,118,-3,14,0,-5,-1.2,0.4
4,5,-6,C=C1CCN(Cc2ccccc2)S(=O)(=O)c2ccccc21,94,8,-2,0,6,2.2,-0.1
-4,3,1,Cc1ccc(NC(=O)CN2C(=O)NC3(CCc4ccccc43)C2=O)cc1Cl (stereo not given),92,-17,9,6,9,-1.1,-0.2
-10,-4,54,Cc1ccc(Nc2nc(-c3cccnc3)nc3ccccc23)cc1,71*,-7,5,18,3,-0.8,1.9
-10,-2,5,CCOC(=O)Cc1cnc(NC(=O)CSc2nc(C)cc(C)n2)s1,96,12,12,2,-10,0.6,0.1
-13,-2,-1,COc1ccc(CCNC(=O)COc2ccccc2[N+](=O)[O-])cc1OC,90,-10,19,1,7,0.0,0.0
2,4,9,CN(CC(=O)Nc1ccc(F)cc1)C(=O)c1ccc(N2C(=O)CCC2=O)cc1,101,4,3,3,7,-2.2,0.2
-7,20,-3,O=Cc1ccc(N2CCN(S(=O)(=O)c3ccc4c(c3)CC(=O)N4)CC2)cc1,102,nt,2,4,-18,-1.1,0.2
-13,4,-7,CCOC(=O)C1=C(C)c2ccccc2OC1(C)C(=O)OCC (stereo not given),100,-2,3,0,-1,0.5,0.2
-5,5,-1,CCOC(=O)/C(C#N)=C\C=C1C=CN(C)C=C1,101,-6,-27,0,-3,0.4,-0.1
-14,-4,0,CCOc1c(C)cnc2c1c(=O)n(Cc1ccccc1Cl)c(=O)n2C,103,-4,3,-3,-7,1.2,0.1
-1,-2,0,Cc1onc(-c2ccccc2Cl)c1C(=O)Nc1ccc(S(=O)(=O)NCC2CCCO2)cc1 (stereo not given),95,3,-4,0,nt,-2.2,0.1
4,-1,-2,COc1ccc(C)cc1NC(=O)CSc1nnc(-c2ccc(Br)cc2)o1,96,2,1,2,2,4.3,-0.2
-7,2,1,O=C1NC2(CCCCC2)C(=O)N1Cc1cc(=O)n2ccsc2n1,101,-2,-3,1,-2,-5.4,-0.3
10,-3,0,Cc1ccc(C)c(CS(=O)(=O)c2cn(CC(=O)N3CCC(C)CC3)c3ccccc23)c1,86,2,2,-4,-4,-0.9,0.2
-6,7,23,CCCCNC(=O)COn1nnc2ccc(S(=O)(=O)N3CCOCC3)cc21,103,-6,12,0,-1,-2.9,0.3
-6,-7,-1,COc1cccc(C(=O)NCCn2ccc3ccccc32)c1,91,12,8,-3,11,-0.8,0.5
-7,2,6,COc1ccc(C(C#N)c2nc3ccccc3nc2Cl)cc1 (stereo not given),95,-12,2,-1,-13,-3.4,-0.1
0,2,-3,COC(=O)c1ccc(S(=O)(=O)N2CCc3ccccc32)cc1,105,-6,-5,?,3,-0.1,0.1
-5,4,-2,CC1(C)Cc2nc3oc4c(=S)nc[nH]c4c3cc2CO1,99,0,12,1,2,-1.1,1.1
-1,-3,29,COCCNc1nc2c(c(=O)n(Cc3cccc(Cl)c3)c(=O)n2C)n1C,358,-7,29*,0,-13,-1.6,0.0
-14,3,-5,COC(=O)c1sccc1NC(=O)c1cnc2cc(C)nn2c1C,100,1,0,2,9,-3.2,0.4
-6,1,-2,CCC[C@@H]1C[C@@H](C(=O)N[C@@H](C2O[C@H](SC)[C@H](O)[C@@H](O)[C@H]2O)[C@H](C)Cl)N(C)C1 (stereo not given in full),118,nt,11,-1,-9,1.1,-0.1

Structures shown so far that contain two or more sulfur atoms (two):
NOD2 RIPK2 PPI,ABHD5-PLIN5 inh,Granule exo inh,structure,ABCB6 inh 2,TLR9-MyD88 block,MC4R antagonist,Glyco luc inh,Vif imaging,MC4R barr agon,aDG glyco act
-2,-1,-1,CCOC(=O)c1c(NC(=O)CSc2nnnn2C)sc(C(=O)N(C)C)c1C,118,-3,14,0,-5,-1.2,0.4
-10,-2,5,CCOC(=O)Cc1cnc(NC(=O)CSc2nc(C)cc(C)n2)s1,96,12,12,2,-10,0.6,0.1

(list continues)
NOD2 RIPK2 PPI,ABHD5-PLIN5 inh,Granule exo inh,structure,ABCB6 inh 2,TLR9-MyD88 block,MC4R antagonist,Glyco luc inh,Vif imaging,MC4R barr agon,aDG glyco act
-2,2,7,O=C(Cc1ccc(-c2ccccc2)cc1)Nc1ccccc1,96,11,0,0,0,7.7,0.3
-9,-4,0,CC(C)(C)C(=O)NC(=S)Nc1ccc(S(=O)(=O)Nc2nccs2)cc1,89,-12,3,2,-1,-1.6,-0.3
2,1,-2,CC1CC2CCCC(O)=C2C(=O)O1 (stereo not given),109,-5,10,2,9,-1.7,-0.1
-7,-6,0,CCOc1cccc(-c2nnc3sc(COc4ccc(OC)cc4)nn23)c1,94,-2,17,0,nt,2.0,0.7
2,4,-1,CC(=O)Nc1c(C(=O)c2ccccc2)oc2ccccc12,90,-3,5,-3,-4,-1.7,0.0
-3,3,-1,Cc1ccc(C)c(N(C(=O)Cn2nnc(-c3cccs3)n2)C(C(=O)NC2CC2)c2ccc(C)o2)c1 (stereo not given),102,-4,4,-6,-7,5.5,0.2
-6,-1,7,COc1ccc(C(=O)Nc2cccnc2Cl)cc1OC,99,-8,10,3,21,-0.4,-0.1
0,0,-7,CN(C)c1ccc(C(C(=O)NCC2CCCO2)N(Cc2ccco2)C(=O)c2snc(C(N)=O)c2N)cc1 (stereo not given),94,-9,3,2,-10,-0.8,-0.2
2,0,-6,CCOC(=O)C1=C(O)/C(=C/c2cccc(OC)c2O)N=C1C,95,-11,-21,3,-3,-2.1,0.0
-2,-3,8,Cc1cc(NC(=O)CN(C)CC(=O)Nc2ccc(Cl)cc2)no1,92,8,-1,1,-3,-0.5,0.3
-10,1,0,N#CCCn1nc(-c2ccccc2)cc1Nc1ccccc1NC(=O)c1cccs1,101,-4,13,-1,-5,2.6,0.0
7,1,-4,NC(=O)c1ccc(-c2ncc(-c3ccccc3)o2)cc1,111,-12,-1,-9,-10,-1.9,-0.1
-8,3,3,COC(=O)c1ccccc1NC(=O)CN1CCC(NC(=O)c2ccccc2C)CC1,86,2,3,-3,3,-0.9,0.2
-1,-1,-2,CCCN(CC1CCCO1)C(=O)CCc1nnc(-c2cc(C)on2)o1 (stereo not given),98,-5,0,1,-3,-4.4,-0.1
-3,-2,-1,COc1cccc(CNC(=O)CCS(=O)(=O)c2ccc3c(c2)NC(=O)CO3)c1,93,3,1,1,-9,-1.6,5.6
-9,0,2,COc1ccc(NS(=O)(=O)c2ccc(NC(C)=O)cc2)c(OC)c1,102,-9,15,3,8,-2.9,0.2
3,0,-2,CN(C(=O)COC(=O)Cc1c(Cl)cccc1Cl)c1c(N)n(Cc2ccccc2)c(=O)[nH]c1=O,96,0,1,-1,18,0.1,-0.4
-6,0,-2,CCOC(=O)C(CC)n1cnc2c(nnn2-c2ccc(C)cc2)c1=O (stereo not given),93,3,4,-2,-3,1.8,0.8
-3,3,11,COc1ccc(CN(C)CC(=O)Nc2cccc(S(=O)(=O)N3CCCC3)c2)cc1F,95,-6,13,0,-14,-1.0,-0.1
-13,3,-4,CCOc1ccc(C2/C(=C(\O)c3ccc4c(c3)OCCO4)C(=O)C(=O)N2CCCN2CCOCC2)cc1 (stereo not given),92,3,0,-1,-6,-1.0,-0.2
-38,12,2,N#CCC(=O)NN=C1CCCCCCCCCCC1,102,-5,-7,-1,-3,-0.5,-0.1
2,-16,-22,Cc1cc(C)c(S(=O)(=O)NC2CC3CCC2C3)c(C)c1 (stereo not given),98,2,19,-2,-16,8.5*,0.0
1,1,-4,c1ccc(CSC2=NCCCN2)cc1,97,-3,4,1,17,-1.4,-0.2
-2,-2,-4,CC1CCN(S(=O)(=O)c2ccc3[nH]c(=O)c(=O)[nH]c3c2)CC1,98,0,2,2,13,-1.1,0.1
6,2,-14,O=C(C[C@@H]1C/C=C\CC[C@H](Cc2ccc(F)cc2)C(=O)OC[C@@H]2CCCN2C1=O)NCCO,98,-9,-4,0,-3,-0.5,0.1
-5,12,9,Cc1nc(SCC(=O)NCC2CCCO2)[nH]c(=O)c1C (stereo not given),95,5,10,4,6,-0.3,0.2
